# Screening data: PubChem, several laboratories
# West Nile antiviral = West Nile virus antiviral activity, cell-based, CPE readout (AID 1621); West Nile virus-infected cells, CPE inhibition; higher % means a stronger effect; CPE inhibition, % at 10 µM, or IC50 in µM where a hit was titrated; hit rate 0.02% among 290,000; in the data active = a potency from the dose series; inconclusive = CPE inhibition mostly from about 3.7% at the one dose, without a potency; inactive = the rest, 99 in 100 with CPE inhibition below about 2.2%; also: strong numbers were not always called active
# T cell HTS = modulates CD8 T cell binding to vesicles | 2C CD8+ T cell-vesicle binding, flow cytometry; hits give low values | calls only at 7 µM | hit rate 0.068% among 330,000;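 active = response, share of CD8 T cells binding vesicles, and their 90th percentile fluorescence all below set limits, cut at about 80% in these data, passing the limit was not always enough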
#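 Benchmarks: naked versus QL9-loaded vesicles / Assay system: purified 2C TCR transgenic mouse naive CD8+ T cells / Technique: high-throughput flow cytometry with anti-B7-1 and anti-CD8 staining / Timing: Cell–vesicle co-incubation 1.5 h at 37 °C, staining 20 min on ice / Read-out: percent CD8+ FL2 mean versus row control / Probe or stimulus: QL9-loaded Drosophila micro-vesicles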
# Hep lipid drop = hepatic lipid droplet formation modulation; AID 1656; AML12 mouse hepatocytes, oleate lipid droplets, BODIPY imaging; hit rate 0.4% among 240,000; inhibition, % at 6.5 µM;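 active = lipid droplet intensity inhibited by at least 50%, with more than 500 cells counted; inconclusive = wells with under 300 cells, treated as cytotoxic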
#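 Assay system: AML12 mouse liver cells | Compound dosing: One dose, 6.5 µM compound | Read-out basis: Droplet intensity reduction, % inhibition | Measured by: Fluorescence imaging, 20x objective, two fields per well | Schedule: Overnight treatment with compound plus oleate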
# Myeloid diff MLP = compounds promoting myeloid differentiation. ER-HoxA9 myeloid progenitors, lysozyme-GFP differentiation, flow cytometry. hit rate 1% among 360,000. calls only at 10 µM;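 active = normalized GFP-positive differentiation at or above the plate's own cutoff, the solvent-only control mean plus 3 SD; inconclusive = no clear call, values can overlap the other calls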;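 also: cells exposed to compound for four days before flow analysis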
# Ins promoter up = MIN6 insulin promoter up-regulation; MIN6 insulin promoter-GFP reporter, high-content imaging; hits give high values; z-score at 5 µM; hit rate 0.3% among 190,000;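 active = z-score above 3 at 5 µM with at least 500 cells counted in the well; inconclusive = wells under 500 cells, flagged as cytotoxic or low count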
# Autophagy mod = modulators of autophagy | MEF GFP-LC3 puncta imaging; test concentration mostly 10 µM | calls only at 10 µM (by protocol) | hit rate 0.98% among 190,000 | AID 463193;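 active = percentage of spot-positive cells more than 3 SD above its plate mean, without a fluorescence outlier flag or 80% toxicity; inconclusive = no clear call, values can overlap the other calls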;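 also: spot-positive cell cutoff set from DMSO-treated cells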
# WT yeast gro inh = growth inhibition of WT yeast, mitochondrial fusion screen | mitochondrial fusion phenotypic screen, WT strain | inhibition, % at 10 µM | hit rate 2.1% among 190,000 | AID 1362; in the data active = inhibition above about 58%; tested in S. cerevisiae
# MT stabilize HCS = microtubule stabilizers in HeLa cells | HeLa tubulin immunostaining HCS, 24 h; share of cells brighter than vehicle mean+2SD | % tubulin-high responders, % at 10 µM | hit rate 0.83% among 200,000;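 active = plate Z-score above 3 for both tubulin-high and condensed-nucleus cell shares, with cell loss under 80%, at 10 µM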;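 also: anti alpha tubulin signal scored within the nucleus-defined area of each cell; some results filed as inactive read as strong as hits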
# b-catenin transl = modulators of beta-catenin nuclear translocation | nuclear translocation activity, % at 5 µM | AID 1665 | HeLa beta-catenin nuclear translocation, immunofluorescence imaging | hit rate 0.3% among 190,000;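 active = nuclear translocation activity above 50% at 5 µM, with a well cell count of 50 or more; inconclusive = wells under 50 cells across six images, flagged as toxic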;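 also: per-cell ratio of nuclear to cytoplasmic median beta-catenin stain intensity; plate controls were DMSO negative control for no effect and GSK-3 inhibitor IX positive control for full effect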
#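 Signal – beta-catenin immunofluorescence imaging with DAPI · Test system – human HeLa cell line · Dosing – 5 µM primary single dose, 0.1% DMSO, 0.02–20 µM confirmation series · Measure – % activation, nuclear-to-cytoplasmic median beta-catenin signal ratio per cell · Incubation – 24 h compound exposure at 37°C, 5% CO2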
# WT yeast gro inh mutant strain = recorded beside WT yeast gro inh, whose call it bears; inhibition, %; mitochondrial fusion phenotypic screen, mutant strain inhibition
# Ins promoter up cell count = also measured in Ins promoter up; calls as there; cell count; measured here: cytotoxicity, nuclei count;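 total cells summed across four imaged fields per well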
# Hep lipid drop cells 6.5 µM = also measured in Hep lipid drop; calls as there; cell count; measured here: cell count, cytotoxicity flag;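 cells counted across two imaged fields per well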
# b-catenin transl cell count 5 µM = recorded beside b-catenin transl, whose call it bears; cell count; measured here: cell count, cytotoxicity flag
# T cell HTS vesicle-bound % = recorded beside T cell HTS, whose call it bears; double positive events, %; measured here: CD8+ vesicle-bound cell fraction;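 binding gate set so that unloaded-vesicle control wells show 10% double positive cells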
# MT stabilize HCS Hoechst-high % = recorded beside MT stabilize HCS, whose call it bears; % Hoechst-high responders; measured here: nuclear condensation Hoechst responders;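 share of cells brighter than vehicle mean plus two SD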
# MT stabilize HCS cytotoxicity % = recorded beside MT stabilize HCS, whose call it bears; toxicity, %; measured here: cytotoxicity by cell density;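 0% = mean cell density of plate MIN control wells and 100% = no cells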
# Autophagy mod cell loss 18 h = also measured in Autophagy mod; calls as there; toxicity, %; measured here: cell loss, nuclei count;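 cell loss after 18 h compound exposure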
# Myeloid diff MLP GFP+ MAC1+ % = also measured in Myeloid diff MLP; calls as there; GFP+ MAC1+ double positive, %; measured here: differentiation confirmed by MAC1 staining
# Numbers without * were called inactive; i = inactive; u = inconclusive; x = no result given.
# The opening six compounds as a preview:
SMILES,West Nile antiviral,T cell HTS,T cell HTS vesicle-bound %,Hep lipid drop,Hep lipid drop cells 6.5 µM,Myeloid diff MLP,Myeloid diff MLP GFP+ MAC1+ %,Ins promoter up,Ins promoter up cell count,Autophagy mod,Autophagy mod cell loss 18 h,WT yeast gro inh,WT yeast gro inh mutant strain,MT stabilize HCS,MT stabilize HCS Hoechst-high %,MT stabilize HCS cytotoxicity %,b-catenin transl,b-catenin transl cell count 5 µM
CC(C)[C@H](CN(N=O)[C@@H](Cc1ccccc1)CN(C)N=O)N(CCc1ccccc1)N=O,0.6%,x,x,-15,687,i,2.0,-1.1,1485,i,-7,9,7,3.1,1.0,4.1,0.1,1147
O=C(NNC(=S)NCc1ccco1)c1cccs1,0.1%,i,44,-22,510,i,0.4,-0.62,1393,i,-2,4,4,3.8,2.5,5.5,-1.2,1030
COc1cc(C(=O)NC(=S)Nc2cccc3nc(C)ccc23)cc(OC)c1OC,-0.1%,i,25,0,736,i,0.5,-0.03,1032,x,x,x,x,x,x,x,1.8,1318
O=C(CCc1ccccc1)N=C1SC2CS(=O)(=O)CC2N1c1ccc(F)cc1 (stereo not drawn),-0.5%,i,12,16,729,i,0.6,x,x,x,x,x,x,x,x,x,x,x
CC12COC3(C(=O)Nc4ccc5ccccc5c4)CC1CCC32C (stereo not drawn),-1.1%,i,60,-7,694,i,0.3,0.5,1284,i,-2,77*,47*,2.0,3.1,6.7,-2.2,1111
Cc1noc(C)c1CS(=O)(=O)c1ccc([N+](=O)[O-])cc1,0.7%,i,39,-2,701,i,0.2,-0.95,1419,i,13,-1,13,5.4,2.0,2.9,5.1,902

# The list itself, repeating the preview:
SMILES,West Nile antiviral,T cell HTS,T cell HTS vesicle-bound %,Hep lipid drop,Hep lipid drop cells 6.5 µM,Myeloid diff MLP,Myeloid diff MLP GFP+ MAC1+ %,Ins promoter up,Ins promoter up cell count,Autophagy mod,Autophagy mod cell loss 18 h,WT yeast gro inh,WT yeast gro inh mutant strain,MT stabilize HCS,MT stabilize HCS Hoechst-high %,MT stabilize HCS cytotoxicity %,b-catenin transl,b-catenin transl cell count 5 µM
CC(C)[C@H](CN(N=O)[C@@H](Cc1ccccc1)CN(C)N=O)N(CCc1ccccc1)N=O,0.6%,x,x,-15,687,i,2.0,-1.1,1485,i,-7,9,7,3.1,1.0,4.1,0.1,1147
O=C(NNC(=S)NCc1ccco1)c1cccs1,0.1%,i,44,-22,510,i,0.4,-0.62,1393,i,-2,4,4,3.8,2.5,5.5,-1.2,1030
COc1cc(C(=O)NC(=S)Nc2cccc3nc(C)ccc23)cc(OC)c1OC,-0.1%,i,25,0,736,i,0.5,-0.03,1032,x,x,x,x,x,x,x,1.8,1318
O=C(CCc1ccccc1)N=C1SC2CS(=O)(=O)CC2N1c1ccc(F)cc1 (stereo not drawn),-0.5%,i,12,16,729,i,0.6,x,x,x,x,x,x,x,x,x,x,x
CC12COC3(C(=O)Nc4ccc5ccccc5c4)CC1CCC32C (stereo not drawn),-1.1%,i,60,-7,694,i,0.3,0.5,1284,i,-2,77*,47*,2.0,3.1,6.7,-2.2,1111
Cc1noc(C)c1CS(=O)(=O)c1ccc([N+](=O)[O-])cc1,0.7%,i,39,-2,701,i,0.2,-0.95,1419,i,13,-1,13,5.4,2.0,2.9,5.1,902
Cc1cccc(NC(=O)c2cccc(NC3=NC4CS(=O)(=O)CC4S3)c2)c1 (stereo not drawn),0.0%,i,21,-9,762,i,2.1,x,x,x,x,x,x,x,x,x,x,x
COc1ccc(CN2CSC(=S)N(Cc3ccc(OC)cc3)C2)cc1,0.3%,i,17,10,648,i,0.9,0.04,1485,x,x,x,x,x,x,x,-2.1,1173
Cc1ccccc1N=Nc1c(C)[nH]n(-c2ccccc2)c1=O,-0.3%,x,x,11,717,x,x,0.18,1438,i,-1,-6,-8,1.7,1.7,8.6,0.2,948
Cc1ccc(NC(=O)COC(=O)Cn2c(C)csc2=O)cc1C,0.5%,i,26,7,773,i,0.6,x,x,i,1,1,-7,3.2,2.3,13,-7.5,1074
CC(C)C(c1nnnn1Cc1ccc(F)cc1)N1CCN(c2ccc(O)cc2)CC1 (stereo not drawn),-1.0%,i,49,4,718,i,0.4,x,x,i,18,21,-8,1.6,1.9,2.2,2.2,900
Cc1ccc(NC(=O)CN(C)S(=O)(=O)c2ccc3c(c2)n(C)c(=O)c(=O)n3C)c(C)c1,-0.2%,i,16,-7,719,i,0.9,x,x,x,x,x,x,x,x,x,x,x
Cc1[nH]n(-c2ccccc2)c(=O)c1C(c1ccccc1[N+](=O)[O-])C(C#N)C#N (stereo not drawn),-0.5%,i,59,18,887,i,0.6,x,x,x,x,x,x,x,x,x,x,x
COc1ccccc1NC(=O)N1CCC(c2nnc(SCC(N)=O)n2C)CC1,0.3%,i,25,x,x,i,0.1,1.8,1450,i,-1,11,-3,3.3,1.2,2.6,-5.7,1415
Cc1ccc(C(=O)NCCNC(=O)c2ccccn2)cc1,0.0%,i,16,19,794,i,1.5,x,x,x,x,x,x,x,x,x,x,x
CCN(c1ccccc1)S(=O)(=O)c1ccc(Cl)c(NC(=O)COC(=O)C2CC2C)c1 (stereo not drawn),-0.9%,i,61,5,673,i,0.7,-0.02,1339,i,-3,-21,-2,2.7,0.8,7.4,-3.6,1081
O=c1[nH]ncn1-c1ccc(Br)cc1,0.0%,i,61,10,793,i,0.9,0.52,1456,i,4,5,15,3.1,2.6,8.5,-1.2,982
Cc1ccccc1OCC(=O)N/N=C/c1ccc([N+](=O)[O-])o1,-0.6%,i,60,8,645,i,1.4,-0.65,1278,i,27,-8,-16,6.6,2.1,8.9,4.7,981
CCCn1c(=O)c(C(=O)NNC(=O)c2ccccc2[N+](=O)[O-])c(O)c2ccccc21,0.5%,i,38,1,690,i,1.2,x,x,x,x,x,x,x,x,x,x,x
O=C(O)c1ccc(Cl)c(S(=O)(=O)Nc2ccc(S(=O)(=O)Nc3cccc(Cl)c3)cc2)c1,0.7%,i,14,-17,715,u,x,x,x,x,x,x,x,x,x,x,x,x
COc1cc(C)c(S(=O)(=O)N2CCN=C2c2ccccc2)cc1C,-1.3%,i,44,-21,622,i,0.2,0.12,1213,i,2,-5,-13,4.1,5.3,5.3,-5.5,946
Cc1cc(C)c(O)c(-c2cc(C(=O)Nc3ccc(S(=O)(=O)N4CCOCC4)cc3)[nH]n2)c1,2.9%,i,46,0,754,i,0.3,-2.2,1173,i,11,-20,-9,26,10,36,3.1,1002
CCCN(c1ccc(OCC)cc1)S(=O)(=O)c1ccc2c(c1)NC(=O)CO2,0.4%,i,12,-4,675,i,1.3,x,x,x,x,x,x,x,x,x,x,x
COc1ccc(NC(=O)c2cc([N+](=O)[O-])nn2Cc2ccccc2)c(C)c1,-0.2%,i,54,x,x,i,0.7,-0.43,1445,i,18,-14,9,3.3,1.3,9.0,-0.4,1312
COc1cccc(N(CC(=O)N/N=C(\C)c2cccs2)S(C)(=O)=O)c1,0.3%,i,22,15,675,i,0.2,0.33,1112,i,11,-7,4,5.0,2.3,2.8,x,x
O=C(COc1ccccc1)N1CCN(C(=O)c2cccc(F)c2)CC1,-0.2%,i,47,-3,699,i,0.5,-0.26,1230,i,2,-18,-37,1.7,2.7,6.5,-0.5,1121
CC12CC(NC(=O)N1c1cccc(C(=O)N3CCCCC3)c1)c1ccccc1O2 (stereo not drawn),0.0%,i,30,-17,651,i,0.7,x,x,x,x,x,x,x,x,x,x,x
O=[N+]([O-])c1ccc(OCC(O)CNC2CCCC2)cc1 (stereo not drawn),-0.4%,i,56,1,693,i,0.3,-0.73,1052,x,x,x,x,x,x,x,0.0,1376
CCOC(=O)c1cc(CC)sc1NC(=O)c1ccc(N2CCOCC2)c([N+](=O)[O-])c1,u,i,10,x,x,i,0.7,-0.55,1206,i,21,3,34,3.0,2.8,3.2,-3.3,951
COc1ccc(CCNCc2ccc(OCc3ccccc3)cc2)cc1,-1.6%,i,32,-1,796,i,0.0,x,x,x,x,x,x,x,x,x,x,x
CCOc1ccccc1NC(=O)c1cccc2c1C(=O)N(CCOC)C2,-0.2%,i,20,x,x,i,2.0,-0.58,905,i,-2,-3,-2,2.5,2.9,6.0,x,x
Clc1ccc(Oc2nc(N3CCOCC3)nc(N3CCOCC3)n2)cc1,-0.4%,i,22,-13,665,i,1.2,-0.24,1261,i,6,6,5,2.2,1.0,7.2,2.0,1241
CC(C)Oc1ccc(C2CC(=O)N(c3cccc(Br)c3)C2=O)cc1 (stereo not drawn),0.5%,i,58,-12,602,i,0.4,0.06,1046,x,x,x,x,x,x,x,-0.2,1326
CCCCCn1c(CNC(=O)CC)nc2ccccc21,0.0%,i,30,1,688,i,1.4,0.6,1793,i,-4,11,10,4.8,2.0,7.1,-1.5,1024
